Compound activity as filed in PubChem BioAssay.
AddAB inh – growth inhibition of E. coli expressing H. pylori AddAB, primary screen, AddAB inhibitor project, absorbance. inhibition, % at 11.9 µM. actives 0.29% (n = 330,000); in the data active = inhibition above about 12%;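 note: 0% = vehicle wells of infected cells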
E coli growth – E. coli V3065 growth inhibition, primary screen, counter-screen for AddAB inhibitor project, absorbance, OD600 | 18 h | inhibition, % at 11.9 µM | actives 0.27% (n = 330,000);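 active = inhibition above the campaign's mean inhibition across all tested compounds plus 3 SD, cut at about 9.9% in these data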;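 note: uninfected addAB+ strain grown without phage in ampicillin broth; 0% = DMSO wells and 100% = ciprofloxacin 0.95 µg/ml wells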
MOR-DOR ag – agonists of OPRM1-OPRD1 heterodimerization, primary screen, cell-based, luminescence; Mu-type opioid receptor (Homo sapiens) + Delta-type opioid receptor (Homo sapiens), …; cells; activation, % at 9.3 µM; actives 0.3% (n = 340,000); in the data active = activation above about 18%;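 note: 0% = vehicle-treated cells and 100% = reference agonist; values of inactives mirror those of a sister screen read the other way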
Target sequence (P35372 whole entry, looked up): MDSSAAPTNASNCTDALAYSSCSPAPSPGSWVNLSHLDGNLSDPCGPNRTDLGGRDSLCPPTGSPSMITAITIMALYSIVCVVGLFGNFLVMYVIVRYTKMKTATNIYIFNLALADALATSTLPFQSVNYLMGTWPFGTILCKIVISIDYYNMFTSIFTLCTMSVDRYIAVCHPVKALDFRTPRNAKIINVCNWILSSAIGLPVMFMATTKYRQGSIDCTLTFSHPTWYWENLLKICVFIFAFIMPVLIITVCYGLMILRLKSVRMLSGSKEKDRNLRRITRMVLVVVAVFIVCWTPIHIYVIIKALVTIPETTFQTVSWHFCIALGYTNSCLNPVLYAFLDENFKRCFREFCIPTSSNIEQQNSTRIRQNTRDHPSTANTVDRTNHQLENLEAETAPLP
Target sequence (P41143 whole entry, looked up): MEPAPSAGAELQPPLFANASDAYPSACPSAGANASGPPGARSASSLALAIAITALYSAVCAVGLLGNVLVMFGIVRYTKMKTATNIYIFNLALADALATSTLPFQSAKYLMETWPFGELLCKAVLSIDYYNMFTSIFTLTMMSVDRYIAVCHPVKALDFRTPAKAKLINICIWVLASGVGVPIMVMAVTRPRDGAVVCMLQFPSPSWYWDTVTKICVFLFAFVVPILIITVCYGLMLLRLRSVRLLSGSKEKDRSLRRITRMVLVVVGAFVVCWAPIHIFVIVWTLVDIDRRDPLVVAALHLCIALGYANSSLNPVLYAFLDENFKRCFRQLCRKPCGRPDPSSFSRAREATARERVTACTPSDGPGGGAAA
phage Ecoli inh – growth loss of phage-infected E. coli, primary screen, RecBCD inhibitor project, absorbance, with phage, HTS. inhibition, % at 11.9 µM. actives 0.26% (n = 360,000). AID 651602, 2012; in the data active = inhibition above about 11%
HTR5A inv ctr – HTR5A inverse agonists in luminescence cell assay, primary screen, counter-screen for OPRM1-OPRD1 heterodimer inverse agonist project, full-deck HTS. HTR5A cell line, inverse agonism. inhibition, % at 9.3 µM. actives 0.083% (n = 340,000). AID 504634, 2011; in the data active = inhibition mostly above about 23%, no sharp cut-off; inactive = mostly below about 18%;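 note: 0% = cells with DMSO and 100% = no-cell wells with DMSO; some compounds called inactive have numbers as strong as hits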
HTR5A ag ctr – HTR5A agonists in luminescence cell assay, primary screen, counter-screen for OPRM1-OPRD1 heterodimer agonist project, full-deck HTS. cell-based. activation, % at 9.3 µM. actives 0.61% (n = 340,000). AID 504692, 2011; in the data active = activation mostly above about 9.5%, no sharp cut-off; inactive = mostly below about 7.6%;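 note: 0% = cells with vehicle only and 100% = reference agonist; strong numbers were not always called active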
SUMO Mot1 rescue – yeast Mot1-301 growth rescue at high temperature, primary screen, SUMOylation pathway inhibitor project, S. cerevisiae, ATP luminescence, 38.5C | growth rescue, % at 18.8 µM | actives 1% (n = 320,000) | S. cerevisiae Mot1-301 growth rescue; percent above DMSO median, 100 means doubled;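 active = every valid replicate shows activation above 250% relative to neutral control wells; inactive = the rest, any valid replicate at or below 250%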;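 note: OY570 slx delta 5 strain wells were the positive control but not used for scaling; some compounds called inactive have numbers as strong as hits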
MOR-DOR inv ag – inverse agonists of MOR-DOR heterodimerization, primary screen, cell-based, luminescence; actives 0.21% (n = 340,000); cell-based MOR-DOR heterodimer luminescence, inverse agonism; AID 504357, 2011; inhibition, % at 9.3 µM; in the data active = inhibition above about 22%, passing the limit was not always enough;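 note: 0% = cells with DMSO and 100% = wells without cells with DMSO; values of inactives mirror those of a sister screen read the other way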
PKA-R1A activ – activators of PKA-R1A holoenzyme, primary screen, biochemical, fluorescence polarization, Cy5-IP20, bovine R1A, mouse PKAc; cAMP-dependent protein kinase type I-alpha regulatory subunit (Bos taurus) + …; PKA-R1A dissociation; scaled: DMSO 0%, 113 µM cGMP 100%; activation, % at 11.4 µM; actives 0.083% (n = 340,000); AID 504707, 2011;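 active = percent activation above the mean of all tested compounds plus 3 SD, cut at about 19% in these data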;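 note: higher means more PKAc released from R1A so a rise in polarization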
DSG3 Ab inh – inhibitors of pemphigus antibody binding to DSG3, primary screen, biochemical, bead-based, flow cytometry, scFv-GFP; DSG3-coupled beads, scFv-anti-DSG3-GFP binding; stronger effect = lower value; AID 588358, 2011; binding (percent of control), % at 10 µM; Desmoglein-3 (Homo sapiens), P32926; actives 0.48% (n = 310,000);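 active = binding more than 3 SD below its plate's average and above zero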;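 note: hits lower antibody fragment binding to DSG3; some compounds called inactive have numbers as strong as hits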
PfHsp90 yeast 2 – growth inhibition of PfHsp90-expressing yeast, primary screen, antimalarial PfHsp90 inhibitor project, S. cerevisiae, BacTiter-Glo luminescence, single point, set 2; actives 0.32% (n = 310,000); inhibition, % at 9.4 µM; BacTiter-Glo ATP, 48 h; yeast lacking PDR1 and PDR3 efflux regulators;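 active = every replicate shows inhibition above about 80%, whatever the replicate mean, limit read from the data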;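 note: 0% = DMSO neutral controls and 100% = 20 µM radicicol positive controls; yeast relying on Plasmodium falciparum Hsp90 in place of its own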
Active calls of the source: *; / = not tested or not shown.

SMILES	AddAB inh	E coli growth	MOR-DOR ag	phage Ecoli inh	HTR5A inv ctr	HTR5A ag ctr	SUMO Mot1 rescue	MOR-DOR inv ag	PKA-R1A activ	DSG3 Ab inh	PfHsp90 yeast 2
CCC1(C)COC(C)(CC(=O)NNC(=O)Nc2ccccc2)OC1 (stereo unspecified)	2.0	1.4	-2.6	3.5	13	-3	6	13	-2	111	/
CC(OC(=O)c1nsc(Cl)c1Cl)C(=O)NC1CCCCC1 (stereo unspecified)	1.6	-2.8	-1.3	3.6	8	-3	-12	7	-6	106	1
CCOc1cc(N2CCOCC2)c(OCC)cc1NC(=O)C1CC(=O)N(c2ccccc2OCC)C1 (stereo unspecified)	3.7	3.2	0.9	1.9	16	-4	-2	-5	-15	106	-10
O=C(NC1CC1)c1cc(Cl)nc2ccccc12	/	/	-4.6	2.5	3	4	/	22	-9	100	8
N#Cc1ccccc1CSc1nc(N)cc(N)n1	/	/	-2.2	3.2	-3	1	-8	11	-7	119	3
Cc1ccc(N(c2ncnc(N)c2[N+](=O)[O-])C2CCCCC2)cc1	-0.7	-1.1	-1.0	3.6	2	1	2	6	13	98	-15
O=C(CCCC(=O)Nc1cccc(Br)c1)N/N=C/c1cc([N+](=O)[O-])ccc1O	-1.3	-1.2	-5.0	-1.5	7	-6	16	27	2	109	3
CC(=O)Nc1ccc(C(=O)OCC(=O)c2ccc(F)cc2)cc1	2.2	1.3	-1.1	5.0	-10	0	-4	6	-2	/	-8
COCCN1CC(C(=O)N2CCC(Oc3ccccc3OC)CC2)CCC1=O (stereo unspecified)	2.3	0.3	-3.1	-1.0	0	0	1	16	5	100	6
Cc1cc(NC(=O)CCC(=O)N(Cc2ccco2)C(C(=O)NC2CCCC2)c2ccccc2F)no1 (stereo unspecified)	0.5	-2.1	-0.8	-0.1	-11	-2	0	5	1	94	2
Cc1nc2c(-c3ccccc3)c(C)nn2c(N)c1-c1ccccc1	-1.3	-0.6	-0.2	3.4	2	0	-1	1	-4	109	-2
COc1cccc(CNC(=O)CSc2nc(=O)n(Cc3ccncc3)c3c2CCC3)c1	0.0	-0.5	-2.1	4.3	-1	2	-13	10	-3	98	-20
Cn1sc(=O)c2cc(S(=O)(=O)NC3CC3)ccc21	1.8	0.4	/	2.1	/	/	-3	/	/	102	/
CC1(C)CC(NC(=O)c2sc3cc(Cl)ccc3c2Cl)CC(C)(C)N1	4.4	1.7	-3.2	6.2	-16	6	19	17	-2	102	-13
Cc1nn(-c2ccccc2)c(Cl)c1/C=N/Nc1nnc(C)c(=O)[nH]1	6.4	2.4	-0.7	8.8	4	-2	-6	4	-4	103	7
COc1ccc(CCNC(=O)COc2cc(O)c3c(c2)OC(C)(C)CC3=O)cc1	0.8	2.4	-2.1	1.7	-62	-8	2	12	10	97	-17
COC(=O)c1ccc(C(=S)N2CCCCC2)cc1	0.6	1.4	-1.7	3.5	-1	0	/	8	0	112	/
Cn1c(=O)n(C)c2cc3[nH]cnc3cc21	1.3	-1.5	-2.2	0.9	-5	1	-15	11	-11	104	-25
COc1ccc(CC(=O)OCC(=O)Nc2ccc(Cl)c(S(=O)(=O)N(C)C)c2)cc1	4.8	3.0	0.3	2.5	-14	5	136	-2	-18	103	2
Cc1nc2c(Cl)c(C)nn2c2c1CCC2	2.3	-1.3	-1.3	1.1	4	-1	-15	7	8	111	/
C=CCNC(=O)c1ccccc1NC(=O)c1ccccc1SC	2.7	-0.7	-1.0	5.2	15	10	11	5	-3	99	-7
CCCCN(CCO)CCCC	0.8	-2.7	-1.4	-2.1	-10	2	-22	7	-4	99	-16
CC1=CC(C)(C)N2C(=O)C3(C(C#N)=C(N)Oc4cc(C)oc(=O)c43)c3cc(C)cc1c32 (stereo unspecified)	1.6	1.3	-1.7	1.5	-6	2	-5	9	-5	96	/
O=C(Nc1ccc(Cl)cc1)N1CC=CCC1	2.9	-2.3	0.8	2.9	-14	1	31	-3	-1	101	2
O=C(CN1CCCC1)Nc1cccc(Cl)c1Cl	-0.1	0.9	-0.7	2.5	-12	-3	-2	4	7	113	19
Cc1c(C)n(Cc2ccccc2)c2ncnc(NN)c12	-0.1	3.8	7.0	0.2	-32	9	7	-33	-3	101	6
COCC(=O)N(Cc1ccco1)c1nnc(C2CCOC2)s1 (stereo unspecified)	1.7	3.0	0.2	1.6	-4	-1	-13	-1	-6	95	-12
CC(C)(C)OC(=O)N[C@@H](C(=O)OC(C)(C)C)c1ccc2ccccc2c1	2.4	-1.7	-2.1	3.3	13	-2	13	12	-1	105	43
CCNC(=S)N/N=C(\C)c1cccc(C(F)(F)F)c1	0.9	0.6	2.5	2.9	9	-4	-2	-13	2	104	-3
COc1ccc(OCc2nnc3n2N=C(c2ccc(Br)cc2)CS3)cc1	5.3	-0.9	-0.6	1.8	-10	4	-17	3	-6	108	4
O=C(NC1=NCCS1)C12CC3CC(CC(C3)C1)C2	2.9	-0.9	-0.9	2.2	5	-2	-3	5	-6	95	-5
Cc1ncc(CN2CCCC(C(=O)Nc3ccc(-c4cccc(F)c4)cc3)C2)n1C (stereo unspecified)	2.1	-3.1	0.0	2.3	8	3	3	0	-17	106	7
COCCC(=O)N1CCC(Oc2ccc(C(=O)NCCCC3CCCC3)cc2)CC1	1.6	-1.7	-1.4	1.9	-9	2	20	8	2	107	-5
COc1ccccc1N(C)S(=O)(=O)c1ccc(C(=O)NCC(C)C)cc1	-0.5	-0.2	0.8	2.2	0	-5	-13	-4	-10	120	23
COc1ccc(CCNC(=O)C/C(C)=N/NC(=O)Cc2cccc3ccccc23)cc1OC	0.3	-0.2	-1.9	3.4	-10	2	-8	9	0	/	0
O=C(CCN1C(=O)c2ccncc2C1=O)Nc1cc(F)ccc1F	-0.6	0.0	-3.8	-1.9	-15	-1	4	18	-1	115	/
Nc1nc2ccc(C(=O)N3CCCCC3)cc2s1	-0.5	-1.8	-0.3	2.0	-4	1	-11	2	3	99	11
CCOC(=O)[C@H]1[C@H]2COc3ccc(Br)cc3[C@H]2N2C(=O)CN(CCc3c[nH]c4ccccc34)C(=O)[C@@]12C	/	/	-1.4	2.7	1	0	/	6	-4	112	0
COc1ccc(CC(=O)NNS(=O)(=O)c2ccccc2[N+](=O)[O-])cc1OC	2.7	-2.6	-1.1	-1.0	13	-5	-1	6	-4	108	-5
CCCc1nc(SCC(=O)Nc2cc(C)on2)c2ccccc2n1	-0.6	-1.3	-1.3	1.7	1	0	-10	6	-1	/	-54
CCCCC[C@H](O)/C=C/[C@H]1CCC(=O)[C@@H]1CCCCCCC(=O)N1CCCCC1CO (stereo partly specified)	0.5	-1.4	1.2	-0.4	-11	3	-21	-6	-1	110	-9
CN(CC(=O)Nc1cccc(F)c1)C(=O)c1ccc2c(c1)S(=O)(=O)N=C1CCCCCN12	-0.3	-0.4	-1.6	2.1	-3	1	-17	9	6	119	/
O=C(CSc1oc(-c2cccs2)nc1S(=O)(=O)c1ccc(F)cc1)NCC1CCCO1 (stereo unspecified)	-3.7	0.2	0.1	2.0	-6	2	-7	0	-8	100	-68
O=C(CNC(=O)c1cccs1)N=Nc1c(O)[nH]c2ccc([N+](=O)[O-])cc12	1.5	-2.9	-5.2	0.4	14	-4	-2	27	-15	111	23
O=C(Cn1ncc2c3ccccc3n(Cc3ccccc3)c2c1=O)NCCCN1CCOCC1	-1.4	-2.5	1.8	-0.8	-8	0	-2	-10	2	98	-11
COCCn1c(-c2ccco2)nc2nc3ccccc3nc21	-0.3	1.2	-1.9	4.4	-23	8	6	10	-5	99	14
Cc1ccc(Cl)cc1N1CCN(S(=O)(=O)c2c(C)noc2C)CC1	2.7	0.0	0.5	1.6	13	-3	-23	-2	-12	109	5
CCOC(=O)NC(CC(=O)O)c1ccc(OC)c(OC)c1 (stereo unspecified)	-0.9	0.6	-1.5	2.6	3	-4	13	7	4	100	/
CC1(C)Cc2ccccc2C(=C(C#N)C#N)N1	2.2	0.6	-1.0	1.6	-23	0	-4	6	-13	125	3
O=C(Nc1nccs1)c1ccc(Cl)nc1	1.6	0.7	-3.4	3.5	-6	2	0	16	1	100	19
CC(C)n1c(=S)[nH]c2ccccc21	4.6	-0.3	0.5	2.3	0	-2	-17	-3	16	92	-13
Cc1sc2ncnc(N3CCC(C(=O)NNC(=O)c4ccc(Cl)cc4)CC3)c2c1C	2.0	0.4	-2.5	1.3	-11	5	9	13	11	102	/
CCCn1nc(NS(=O)(=O)c2ccccc2)c2cc3ccccc3nc21	4.3	-0.4	-3.0	2.1	2	-1	420	18	-1	/	/
O=C(NCc1ccccc1)C1CCN(C(=O)Cc2ccccc2)CC1	-0.2	0.5	0.2	1.4	6	-2	63	-1	2	/	3
CC1CCC(NC(=O)c2ccc3nc[nH]c3c2)CC1 (stereo unspecified)	-0.2	-2.2	-2.1	1.7	-19	2	-3	12	-3	114	0
O=C(CC(Nc1cccc(Cl)c1Cl)C(=O)OCC(=O)c1cccs1)c1ccccc1 (stereo unspecified)	-0.3	-0.2	-0.4	1.2	7	-1	-16	3	5	100	9
O=C(CS(=O)(=O)Cc1ccccc1)Nc1ccc2c(c1)OCO2	0.7	-2.1	-1.4	-1.3	8	-3	-5	7	-13	99	-8
N/C(CCS(=O)(=O)c1ccc(Cl)cc1)=N\OC(=O)c1ccccc1Cl	-2.1	-1.1	0.8	-1.9	-29	5	-1	-4	-6	112	4
COc1ccccc1C(=O)NCCC(=O)N1CC(C)OC(C)C1 (stereo unspecified)	/	/	-2.9	1.6	-8	3	/	15	10	108	-25
O=C(Cc1ccc(Cl)cc1Cl)NCc1cccnc1	1.9	0.9	0.6	2.3	-2	4	-5	-5	-12	125	-11

Ordered by length of the SMILES (largest number first): part of the list above
SMILES	AddAB inh	E coli growth	MOR-DOR ag	phage Ecoli inh	HTR5A inv ctr	HTR5A ag ctr	SUMO Mot1 rescue	MOR-DOR inv ag	PKA-R1A activ	DSG3 Ab inh	PfHsp90 yeast 2
COCCn1c(-c2ccco2)nc2nc3ccccc3nc21	-0.3	1.2	-1.9	4.4	-23	8	6	10	-5	99	14
CC1(C)Cc2ccccc2C(=C(C#N)C#N)N1	2.2	0.6	-1.0	1.6	-23	0	-4	6	-13	125	3
CC(C)n1c(=S)[nH]c2ccccc21	4.6	-0.3	0.5	2.3	0	-2	-17	-3	16	92	-13
